Source: PubChem BioAssay
HCMV inh: inhibitors of human cytomegalovirus | actives 4.5% (n = 410,000) | activity change, negative = inhibition, % at 57.5 µM | HFF cells, HCMV-luciferase reporter, 72 h; stronger effect = lower value; in the data active means activity change below about -60%; inconclusive means no clear call, values can overlap the other calls; inactive means above about -39%
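Two-dose cell screen: HFF monolayers treated with compounds and infected with luciferase-expressing HCMV at 1 PFU/cell, 72 h at 37C, then lysed for luciferase measurement.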
AMA1 RON2 block: inhibitors of Plasmodium falciparum AMA1-RON2 interaction | Potency, µM (highest dose often 58.2 µM), for the others: at the highest dose activity change, negative = inhibition, hits mostly inhibitors | AlphaScreen AMA1-biotinylated RON2 peptide binding | actives 0.2% (n = 360,000) | AID 720542;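 further: potency means the concentration at half of the fitted maximal effect; 0% = vehicle wells and -100% = peptide control; nearly all actives have a fitted effect of over 45% in size; some results filed as inactive show a strong effect at the top dose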
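AMA1 (3D7) with his tag at 25 nM final met compounds first, then biotinylated RON2 peptide at 25 nM; detection used donor plus acceptor beads, 10 µg/mL apiece, read by AlphaScreen after 30 min at room temperature.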
AmpC inh no detg: inhibitors of E. coli AmpC beta-lactamase without detergent; P00811; actives 0.52% (n = 330,000); AmpC nitrocefin hydrolysis, absorbance 480 nm, 0.0001% Triton; Potency, µM (highest dose often 57.1 µM), for inactives: at the highest dose activity change, negative = inhibition, most hits filed as inhibitors; AID 485341;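 further: potency means the concentration at half of the fitted maximal effect; plate controls were no compound for no effect and no enzyme for full effect; nearly all actives have a fitted effect of over 20% in size; some results filed as inactive show a strong effect at the top dose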
Target sequence (P00811 whole entry, looked up): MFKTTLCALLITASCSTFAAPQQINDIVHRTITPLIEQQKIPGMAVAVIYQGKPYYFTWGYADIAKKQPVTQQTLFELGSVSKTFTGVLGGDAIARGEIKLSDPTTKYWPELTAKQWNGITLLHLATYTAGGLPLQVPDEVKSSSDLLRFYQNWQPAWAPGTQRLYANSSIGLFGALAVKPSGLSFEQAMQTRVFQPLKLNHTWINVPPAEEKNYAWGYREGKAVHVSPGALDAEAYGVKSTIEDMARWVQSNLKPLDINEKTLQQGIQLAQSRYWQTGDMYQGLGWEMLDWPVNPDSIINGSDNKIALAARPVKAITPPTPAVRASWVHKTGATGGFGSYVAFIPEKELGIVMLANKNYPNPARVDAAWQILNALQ
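20 mM phosphate pH 7.0 + 0.01% (detergent screen) or 0.0001% Triton X-100; 5.3 nM AmpC reagent; cpd preinc 15 min RT; nitrocefin (800 uM stock) to start; A480 q20 s × 4 min; Activity was normalised to no-enzyme and no-compound control wells.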
Sm TGR inh: blocks Schistosoma mansoni thioredoxin glutathione reductase | Potency, µM (series often up to 114 µM), inactives show at the top dose activity change, negative = inhibition, usual class: inhibitors | Q962Y6 | purified TGR, DTNB reduction, TNB absorbance 405 nm | AID 485364 | actives 3% (n = 360,000); further: potency means the concentration at half of the fitted maximal effect; nearly all actives have a fitted effect of over 60% in size
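Kinetic colorimetric format: TGR-catalysed, NADPH-driven DTNB reduction monitored via TNB absorbance. Enzyme dispensed at 20 nM; compound exposure 15 min at room temperature before reaction start.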
AmpC inh detg: blocks E. coli AmpC beta-lactamase in detergent assay; actives 0.041% (n = 370,000); P00811; AmpC hydrolysis of nitrocefin, absorbance 480 nm, 0.01% Triton; Potency, µM (series often up to 114 µM), inactives show top-dose activity change, negative = inhibition, usual class: inhibitors;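 further: potency means the concentration at half of the fitted maximal effect; 0% = no-compound wells and -100% = no-enzyme wells; nearly all actives have a fitted effect of over 25% in size; some results filed as inactive show a strong effect at the top dose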
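AmpC (5.3 nM in the dispensed reagent) in 20 mM phosphate pH 7.0 with 0.01% (detergent screen) or 0.0001% Triton X-100 was preincubated with compounds for 15 min at room temperature. Nitrocefin was then added from an 800 uM solution, and hydrolysis was followed at 480 nm.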
FBPA Giardia inh: inhibitors of Giardia lamblia fructose-1,6-bisphosphate aldolase | purified Giardia FBPA | Potency, µM (highest dose often 59.6 µM), without a hit: top-dose activity, negative = inhibition, usual class: inhibitors | actives 0.71% (n = 290,000); further: potency means the concentration at half of the fitted maximal effect; nearly all actives have a fitted effect of over 55% in size
Target sequence (A8B2U2 whole entry, looked up): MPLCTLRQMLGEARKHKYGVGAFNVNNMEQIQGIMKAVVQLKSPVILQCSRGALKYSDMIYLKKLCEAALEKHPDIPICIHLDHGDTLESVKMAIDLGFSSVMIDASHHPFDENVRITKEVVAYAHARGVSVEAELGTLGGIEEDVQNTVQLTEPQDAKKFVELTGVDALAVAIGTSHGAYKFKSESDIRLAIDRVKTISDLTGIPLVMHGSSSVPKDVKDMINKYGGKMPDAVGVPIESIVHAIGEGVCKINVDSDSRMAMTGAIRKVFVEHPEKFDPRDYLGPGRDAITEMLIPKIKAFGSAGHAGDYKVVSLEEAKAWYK
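Giardia FBPA (40 nM reagent) was preincubated 10 min at RT with compound (up to 57.5 uM final), then substrate plus GAPDH/TPI/NAD/arsenate coupling system with diaphorase/resazurin was added; resorufin fluorescence (525/598 nm) was read after 20 min.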
* hit, by the source's call; ? = inconclusive; nt = not tested or not shown; & = joins results of further samples; [ ] = another dose, or the depositor's remark. Unless noted, the call rests on the fitted dose curve; in most records, active means well fitted curve in the direction sought with a large enough effect; inconclusive means small, poorly fitted or top-dose-only effect, or another doubt; inactive means no such curve, though single readings can be large; an effect the other way counts as inactive or inconclusive. Unless noted, on the % scale 0 is the no-effect control and ±100 the full control effect. Compounds as they come, and some 7.8% of all compounds hit somewhere here.

SMILES	HCMV inh	AMA1 RON2 block	AmpC inh no detg	Sm TGR inh	AmpC inh detg	FBPA Giardia inh
C=CCn1c(SC2CCOC2=O)nc2sc(C)c(C)c2c1=O (stereo unspecified)	10	-6%	12%	-30%	8%	2%
Cc1ccc(CCNC(=O)C2CCC(=O)N2C(C)C)cc1 (stereo unspecified)	27	0%	-10%	0%	-3%	0%
Cc1cc(=O)n(C)c(=O)n1CCCCOc1cccc([N+](=O)[O-])c1	?	5%	-2%	-1%	-17%	-4%
CC1CCN(c2c(NCC3CCC(C(=O)Nc4ccccn4)CC3)c(=O)c2=O)CC1 (stereo unspecified)	-13	13%	-16%	-16%	?	0%
Cc1c(CCOC(=O)c2ccc(N3CCOCC3)c([N+](=O)[O-])c2)sc[n+]1CC#N	-36	36%[activator]	15%	0.89µM*	2%	-11%
CCNC(=O)NC(=O)C(C)OC(=O)C1CCN(S(=O)(=O)c2ccccc2C(=O)OC)CC1 (stereo unspecified)	20	5%	3%	1%	-1%	-1%
CCCCNC(=O)c1c(N)n(/N=C/c2ccccn2)c2nc3ccccc3nc12	nt	nt	-14%	3%	0%	2%
O=C(CC1Nc2c3ccccc3nc(=S)n2C1=O)NC1CCCCC1 (stereo unspecified)	-64*	nt	-8%	7%	-8%	-21%
Cc1ccc(S(=O)(=O)CCC(=O)OCc2cc(=O)oc3cc(C)ccc23)cc1	25	-9%	-16%	nt	nt	nt
COc1ccc(CCC(=O)Nc2ccc(S(=O)(=O)N3CCOCC3)cc2)cc1	53	12%	-12%	-6%	-7%	1%
COc1cc(CNc2cccc3[nH]c(C(F)(F)F)nc23)cc(OC)c1	?	43%[activator]	-10%	22µM*	0%	-27%
CCN(CC)C(=O)c1sc2c(c1C)c(=O)n(-c1ccc(Cl)c(Cl)c1)c(=O)n2CC(=O)Nc1cccc(OC)c1	-7	nt	nt	-1%	-1%	nt
O=C(CCc1ccccc1F)N1CCN(c2ccc(C(F)(F)F)cn2)CC1	12	7%	113%[activator]	-1%	-9%	4%
Cc1onc(-c2c(F)cccc2Cl)c1C(=O)Nc1nc2c(s1)CCCC2	?	14%	-39%	-11%	-11%	-3%
N/C(=N\[N+](=O)[O-])N1CCN(C(=O)c2ccccn2)CC1	-11	9%	-12%	-12%	-11%	13%
CC(=O)Nc1ccc(Nc2nnc(-c3ccc(O)cc3)c3ccccc23)cc1	-8	6%	-34%	5%	5%	5%
Cc1ccc(N2CCN(CCCCN3C(=O)C4CCCN4C3=O)CC2)cc1 (stereo unspecified)	?	-3%	-1%	1%	-13%	4%
CO/N=C/C1C(=O)NN=C1c1ccccc1 (stereo unspecified)	6	8%	-10%	3%	3%	-14%
CC(=O)N1c2ccccc2N2C(c3c(C)c(C)cc(C)c3C)=NON12	87	0%	-18%	nt	-7%	-14%
CCOc1ccc(N2C(=O)C3Sc4[nH]c(=O)sc4C(c4ccc(OC)c(OC)c4)C3C2=O)cc1 (stereo unspecified)	0	20%	-40%	3%	2%	-12%
O=S(=O)(NCc1cccnc1)c1ccc(Cl)cc1	-19	0%	-13%	3%	-13%	1%
O=C(CSc1nc(Nc2ccccc2)nc(N2CCOCC2)n1)N1CCCC1	50	0%	23%	5%	-1%	0%
CCOC(=O)c1cc2c(=O)n3ccccc3nc2n(CC2CCCO2)c1=NC(C)=O (stereo unspecified)	15	-6%	-8%	-25%	-13%	-16%
O=C(Nc1ccc(Cl)cc1)c1csc(-c2ccccc2)n1	44	22%	-30%	-2%	-1%	-11%

Part of the list above, in markdown:
| Structure | HCMV inh | AMA1 RON2 block | AmpC inh no detg | Sm TGR inh | AmpC inh detg | FBPA Giardia inh |
| --- | --- | --- | --- | --- | --- | --- |
| Cc1ccc(N2CCN(CCCCN3C(=O)C4CCCN4C3=O)CC2)cc1 (stereo unspecified) | ? | -3% | -1% | 1% | -13% | 4% |
| O=S(=O)(NCc1cccnc1)c1ccc(Cl)cc1 | -19 | 0% | -13% | 3% | -13% | 1% |

The listing continues.
SMILES	HCMV inh	AMA1 RON2 block	AmpC inh no detg	Sm TGR inh	AmpC inh detg	FBPA Giardia inh
CN(C(=O)c1ccccc1[N+](=O)[O-])c1ccccc1C(=O)NCc1ccccc1	9	0%	-6%	3%	4%	nt
Oc1ccc(NC(=S)N=Nc2c(O)[nH]c3ccccc23)cc1	-33	35%[activator]	-38%	nt	-3%	3%
Cc1ccccc1Nc1cc2ccccc2c(=O)[nH]1	nt	-1%	-38%	3.2µM*	?	?
COc1cc(C(=O)N(C)CC(=O)Nc2cccc(F)c2)ccc1OCc1ccccc1	-7	-8%	36%	6%	-11%	nt
Cc1cc(NC(=O)Nc2ccccc2F)ccc1Br	-19	-8%	-28%	17%	2%	-6%
O=C1CSc2ccc(S(=O)(=O)NCc3ccc(F)cc3)cc2N1	0	-1%	-33%	-12%	?	11%
COc1cc(/C=N/NC(=O)CCOc2ccccc2C)cc(Br)c1O	-31	-2%	22µM*	-17%	1%	-3%
COc1cc(C(CCN2CCN(c3ccccc3)CC2)c2c(OC)cc(OC)c3ccc(=O)oc23)cc(OC)c1OC (stereo unspecified)	11	-28%	124%[activator]	-1%	2%	-6%&-17%
COc1ccc(C(CNC(=O)C(=O)Nc2ccc3c(c2)OCCO3)N2CCN(C)CC2)cc1 (stereo unspecified)	-27	7%	-10%	-2%	2%	nt
CCCCN(C)CCCNC(=O)c1cc(-c2cccnc2)nc2ccccc12	?	85%[activator]	-10%	5%&-15%	-4%&-6%	-2%
COc1ccc(OC)c(S(=O)(=O)NCCCn2ccnc2)c1	13	-1%	-2%	-12%	-3%	-12%
COc1ccc(-n2c(SCC(=O)NC3CCCCC3)nc3c([nH]c4ccccc43)c2=O)cc1	8	nt	nt	4%	-4%	nt
C(#Cc1ccccc1)Cn1nnc2ccccc21	6	14%	-30%	-13%	?	-4%
COc1ccc(S(=O)(=O)N2CCOCC2)cc1NC(=O)Cc1ccccc1Cl	-39	3%[11.6 µM]	1%	-2%	?	3%
CCS(=O)(=O)c1ccc2oc(Nc3ccc(OC)cc3)nc2c1	52	-18%	-3%	6%	9%	-6%
COC(=O)Cn1c(=O)c2c(nc3n2CC(C)CN3Cc2ccccc2)n(C)c1=O (stereo unspecified)	-17	-2%	83%[activator]	-8%	-11%	-7%
O=C(c1cccs1)N1CCN(C2CCCCC2)CC1	-8	-19%	-17%	-26%	-14%	-12%
O=S(=O)(Nc1ccc(C(F)(F)F)cc1)c1cnc[nH]1	4	0%	-3%	-23%	-14%	7%
Cc1cccn2c(=O)c(/C=C(\C#N)S(=O)(=O)c3ccccc3)c(N3CCC(C(N)=O)CC3)nc12	13	-10%	80%[activator]	-7%	1%	2%
COc1ccc(CN(C)C(=O)Cn2ccc(N)nc2=O)cc1OC	26	-1%	-2%	1%	3%	nt
CCOc1ccccc1CNC(=O)CN(c1ccc(C)cc1)S(=O)(=O)N(C)C	-1	nt	nt	1%	3%	nt
CS(=O)(=O)c1ccc(C(=O)NCc2ccccc2F)cc1	-19	-2%	-18%	-7%	?	-5%
CNc1ccccc1C(C)(C)c1cc(-c2cccc(OC)c2)no1	-83*	1%	?	-9%	-3%	-6%
O=C(Cn1nnc(-c2ccccc2)n1)Nc1cccc(S(=O)(=O)N2CCCC2)c1	?	-10%	-28%	3%	?	nt
Cc1ccc(-n2c(-c3ccco3)n[nH]c2=S)cc1	-14	43%[activator]	-11%	7%	-7%	6%
Cc1ccc(-c2nn3c(C)nnc3c3ccccc23)cc1S(=O)(=O)N1CCN(CCO)CC1	336	2%	120%[activator]	1%	-11%	4%
CCCC1=C(C(=O)OCC)C(c2cccnc2)n2nc(C)nc2N1 (stereo unspecified)	10	3%	-15%	11%	7%	0%
CCN(CC)CCCN(Cc1cc2ccc(C)c(C)c2[nH]c1=O)C(=O)NC1CCCCC1	58	31%[activator]	89%[activator]	0%	0%	-1%
CO/N=C1\CCCc2c(C(=O)NN)sc(SC)c21	-66*	82%[activator]	-3%	8%	6%	-4%
COc1ccccc1NC(=O)CSc1nccn1Cc1ccccc1	-2	-2%	-3%	5%	?	8%
Cc1ccc(Nc2nc(N3CCN(C)CC3)nc(N)c2[N+](=O)[O-])cc1C	nt	nt	-16%	-1%	?	2%
O=C(COC(=O)c1ccco1)Nc1cccc(Br)c1	-1	6%	-24%	-28%	1%	-3%
O=C(NC1CCCC1)c1ccc2c(c1)N(Cc1ccc(F)cc1)C(=O)c1ccccc1S2	-4	nt	nt	7%	-2%	nt

Grouped by structure, the entries above containing fluorine
SMILES	HCMV inh	AMA1 RON2 block	AmpC inh no detg	Sm TGR inh	AmpC inh detg	FBPA Giardia inh
COc1cc(CNc2cccc3[nH]c(C(F)(F)F)nc23)cc(OC)c1	?	43%[activator]	-10%	22µM*	0%	-27%
O=C(CCc1ccccc1F)N1CCN(c2ccc(C(F)(F)F)cn2)CC1	12	7%	113%[activator]	-1%	-9%	4%
Cc1onc(-c2c(F)cccc2Cl)c1C(=O)Nc1nc2c(s1)CCCC2	?	14%	-39%	-11%	-11%	-3%
COc1cc(C(=O)N(C)CC(=O)Nc2cccc(F)c2)ccc1OCc1ccccc1	-7	-8%	36%	6%	-11%	nt
Cc1cc(NC(=O)Nc2ccccc2F)ccc1Br	-19	-8%	-28%	17%	2%	-6%
O=C1CSc2ccc(S(=O)(=O)NCc3ccc(F)cc3)cc2N1	0	-1%	-33%	-12%	?	11%
O=S(=O)(Nc1ccc(C(F)(F)F)cc1)c1cnc[nH]1	4	0%	-3%	-23%	-14%	7%
CS(=O)(=O)c1ccc(C(=O)NCc2ccccc2F)cc1	-19	-2%	-18%	-7%	?	-5%
O=C(NC1CCCC1)c1ccc2c(c1)N(Cc1ccc(F)cc1)C(=O)c1ccccc1S2	-4	nt	nt	7%	-2%	nt
